From PubChem
Vif inh: HIV Vif self-association inhibitors, primary screen, imaging, HEK293T, single point | HEK293T cells, Vif self-association by quenched fluorescence, 24 h | inhibition, % at 7.49 µM | hit rate 0.35% among 340,000 | AID 602346, 2012; in the data active = inhibition above about 50%, passing the limit was not always enough; inconclusive = no clear call, values can overlap the other calls; inactive = below about 31%; note: some results filed as inactive read as strong as hits
NCOA3 inh: SRC3 coactivator transcriptional activity inhibitors, primary screen, cell-based, luminescence; Nuclear receptor coactivator 3 (Homo sapiens), Q9Y6Q9; HEK293 GAL4-SRC3 luciferase reporter; inhibition, % at 3.6 µM; hit rate 0.17% among 360,000; AID 588352, 2011;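 active = inhibition above a per-campaign cutoff, the mean of all compounds plus 3 SD, cut at about 60% in these data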;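 note: 0% = DMSO-treated cells and 100% = gossypol-treated cells at 36 µM; higher means less SRC3-driven luciferase light from the GAL4 reporter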
LRH-1 inv ag: LRH-1 (NR5A2) inverse agonists, primary screen, cell-based, luminescence, HEK293T, StAR-luciferase reporter | inhibition, % at 3.6 µM | Nuclear receptor subfamily 5 group A member 2 (Homo sapiens), O00482 | hit rate 0.13% among 360,000 | LRH-1 transfected, 24 h | AID 602396, 2012;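 active = inhibition above the mean inhibition of all tested compounds plus 3 SD, cut at about 73% in these data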;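 note: 0% = DMSO wells and 100% = reporter-only cells lacking LRH-1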
C8 TRAIL sens: viability loss with TRAIL in NB7+C8 cells, primary screen, TRAIL sensitizer project, cell-based, ATPlite luminescence; hit rate 1% among 360,000; inhibition (viability loss, TRAIL sensitization), % at 10 µM;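 active = compounds causing at least 50% loss of cell viability in the single-dose screen, relative to plate controls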
LMP1 NFkB inh: EBV LMP1-driven NF-kappaB luciferase reporter inhibitors, primary screen, cell-based, luminescence, single point; LMP1-induced NF-kappaB luciferase reporter cells; inhibition, % at 12.5 µM; hit rate 0.69% among 350,000; AID 504558, 2011; in the data active = inhibition above about 41%; inconclusive = no clear call, values can overlap the other calls;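 note: 0% = neutral control wells and 100% = reference inhibitor control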
TROY NFkB inh: inhibitors of TROY-driven NF-kB signaling, primary screen, Q293 LMP1-TROYcd cells, NF-kB luciferase, uHTS. Q293 LMP1-TROYcd NF-kB luciferase reporter, 4 h. inhibition, % at 10 µM. hit rate 0.98% among 360,000. AID 1347056, 2019;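 active = compounds whose plate-normalised and pattern-corrected inhibition of the luciferase reporter signal at the single screening dose is 50% or more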
NCOA1 inh: SRC1 coactivator transcriptional activity inhibitors, primary screen, cell-based, luminescence | HEK293 GAL4-SRC1 luciferase reporter | inhibition, % at 3.6 µM | hit rate 0.12% among 360,000 | AID 588354, 2011;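 active = inhibition above the campaign mean plus 3 SD, with each screening campaign given its own cutoff, cut at about 60% in these data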;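 note: 0% = DMSO treated cells and 100% = gossypol at 36 µM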
NOD2-RIPK2 inh: NOD2-RIPK2 binding disruptors in cells, primary screen, fluorescence, CHO cells, BLA complementation; Receptor-interacting serine/threonine-protein kinase 2 (Homo sapiens), O43353; CCF4 ratio; inhibition, % at 4.98 µM; hit rate 0.38% among 360,000; in the data active = inhibition above about 21%;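 note: 0% = vehicle only and 100% = reference blocker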
TLR9-MyD88 inh: inhibitors of TLR9-MyD88 association in cells, primary screen, cell-based, CHO, BLA complementation, fluorescence; Toll-like receptor 9 (Homo sapiens) + Myeloid differentiation primary response protein …; CCF4 FRET ratio; inhibition, % at 4.98 µM; hit rate 0.21% among 340,000; AID 504734, 2011;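 active = inhibition above the mean over all tested compounds plus 3 SD, cut at about 21% in these data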;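 note: 0% = DMSO only wells and 100% = clavulanate BLA inhibitor control wells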
NR2F2 inh: NR2F2 transcriptional activity inhibitors, primary screen, cell-based, luciferase reporter, HEK293T, luminescence. COUP transcription factor 2 (Homo sapiens), P24468. HEK293T NGFI-A luciferase reporter. inhibition, % at 8.6 µM. hit rate 0.7% among 370,000;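 active = inhibition above a per-plate cutoff, mean inhibition of test wells between control levels plus 3 SD, cut at about 38% in these data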;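 note: cells cotransfected with COUP-TFII expression vector driving the NGFI-A reporter; 0% = median of COUP-TF2 test wells and 100% = reporter-only cells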
SRC2 inh: inhibition of GAL4-SRC2 driven luciferase reporter, primary screen, SRC2 inhibitor project, cell-based, luminescence; Nuclear receptor coactivator 2 (Homo sapiens), Q15596; HEK293 GAL4-SRC2 luciferase reporter; inhibition, % at 9 µM; hit rate 0.17% among 370,000;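 active = inhibition above the mean inhibition of all tested compounds plus 3 SD, set per campaign, cut at about 52% in these data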;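 note: 0% = DMSO treated cells and 100% = cells given Gossypol at 36 µM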
* marks the source's active call; other numbers are inactive results; ? = inconclusive; . = no result given.

SMILES | Vif inh | NCOA3 inh | LRH-1 inv ag | C8 TRAIL sens | LMP1 NFkB inh | TROY NFkB inh | NCOA1 inh | NOD2-RIPK2 inh | TLR9-MyD88 inh | NR2F2 inh | SRC2 inh
O=C(NCc1ccco1)C(C(=O)c1ccccc1)n1ccccc1=O (centres undefined) | -4 | -25 | 17 | -7 | 2 | -50 | -13 | -3 | 2 | 6 | 2
CCCCc1nc2sc3c(=O)[nH]cnc3c2c2c1CCCC2 | 4 | 19 | 5 | 5 | -4 | -2 | -18 | 1 | 8 | -9 | -4
Cc1ccc(S(=O)(=O)CCC(=O)OCC(=O)Nc2cc(S(=O)(=O)N3CCOCC3)ccc2C)cc1 | 21 | -11 | -4 | -14 | 4 | -7 | -6 | 1 | 4 | 9 | 20
O=C(CCNc1ccccc1)c1ccc2c(c1)OCO2 | -1 | -98 | -169 | 1 | -23 | -2 | -85 | -7 | -6 | -47 | -77
COCc1nnc(NC(=O)c2ccc(S(=O)(=O)N3CCCC3)cc2)o1 | -3 | 12 | 1 | -2 | -6 | -10 | 3 | -5 | 1 | -16 | -9
CCn1nc(C)c([N+](=O)[O-])c1C(=O)NNC(=O)c1ccccc1Cl | 13 | 12 | -15 | 1 | 1 | 15 | 2 | -7 | 1 | 5 | -32
CC(C)(C)NC(=O)C(c1cccs1)N(CC1CCCO1)C(=O)Cn1nnc(-c2cccs2)n1 (centres undefined) | 20 | 7 | 1 | -19 | -3 | -9 | 9 | 1 | -3 | 13 | -8
O=C(c1ccco1)N(Cc1cccc(F)c1)C1CCS(=O)(=O)C1 (centres undefined) | 6 | 20 | -14 | -6 | 3 | 2 | -21 | 3 | 0 | 15 | -4
Cc1ccc(NC(=O)C2(C)CCN2C(=O)Cc2ccc(C(C)C)cc2)cc1 (centres undefined) | -8 | 17 | 15 | 8 | . | 17 | 20 | 1 | . | 3 | 15
CCOC(=O)N1CCN(Cc2ccccc2F)CC1 | . | 12 | -7 | 3 | -4 | 14 | -11 | -6 | -2 | -8 | -13
COc1nc(N/N=C/c2cc3c(cc2Br)OCO3)nc(N2CCOCC2)n1 | -12 | 9 | -4 | 2 | -6 | 9 | 7 | -15 | -5 | 0 | 6
CC1(C(=O)OCC(=O)N2c3ccccc3Sc3ccccc32)CC1(Cl)Cl (centres undefined) | -3 | 13 | 17 | 5 | -4 | 13 | -3 | -12 | -5 | 14 | 26
CCOC(=O)c1c(C)[nH]c(C(=O)OCc2nc3ccsc3c(=O)[nH]2)c1C | 5 | -26 | -22 | 12 | -4 | -20 | -33 | 2 | 2 | -7 | -12
CSc1sc(C(=O)NCC2CC2)c2c1S(=O)(=O)N(C)c1ccccc1-2 | -10 | 1 | -9 | 12 | -2 | -6 | -23 | -12 | -6 | -8 | -21
Cc1ccc(NC(=O)c2ccc3c(c2)C(=O)N(CC2CCCO2)C3=O)cc1C (centres undefined) | -3 | -20 | -15 | 9 | -6 | -53 | -5 | 0 | -12 | -9 | -18
Cc1ccccc1C(=O)N1CCN(CCNC(=O)C(=O)Nc2ccc(Br)cc2)CC1 | 2 | 16 | 21 | 22 | 1 | -7 | -4 | -12 | -1 | 14 | 14
CCCN(C)C1CN(Cc2cn(CCCC(=O)OC)nn2)S(=O)(=O)C1 (centres undefined) | . | . | 3 | 1 | . | 2 | . | -4 | . | -6 | 10
O=CN1CCN(C(=O)CN2C(=O)c3ccccc3C2=O)CC1 | 1 | -7 | -4 | -2 | -6 | 12 | -23 | 3 | 1 | 5 | -4
CC(C)NC(=O)CN1CCC(O)(c2ccccc2)CC1 | -5 | 13 | -20 | -5 | 6 | 2 | 5 | -1 | 1 | 7 | -13
N=c1ccn(Cc2ccccc2Cl)cc1 | 0 | -9 | 2 | 7 | -3 | 4 | 1 | -16 | -5 | 12 | 10
O=C(CSc1nnc2c(n1)[nH]c1ccc(F)cc12)NC1CC1 | 5 | 4 | 11 | 0 | 1 | -6 | -15 | -13 | -5 | -1 | 1
CCOc1ccc(CNC(=O)CCCn2nc(CC)n3c(cc4occc43)c2=O)cc1 | 1 | 5 | 12 | 22 | 6 | -17 | 8 | 3 | 14 | 8 | -15
C=CCc1cccc(/C=N/NC(=O)C(C)Nc2ccc(C)cc2)c1O (centres undefined) | 11 | 28 | -9 | 33 | 17 | 18 | 26 | -23 | -11 | 2 | 19
Cc1ccc(S(=O)(=O)N2CCN(C(=O)CN3CCN(c4ccc(O)cc4)CC3)CC2)cc1 | 1 | 5 | 11 | 10 | 0 | 7 | -7 | 2 | -3 | -3 | 16
Cc1nn(CC(=O)NCCc2ccccc2)c(=O)c2cc3occc3n12 | 6 | -24 | -2 | -1 | -7 | -11 | -26 | 13 | -7 | 2 | -17
COc1ccc(CCNC(=O)CCC(=O)Nc2nnc(C(C)C)s2)cc1OC | 15 | 20 | -6 | 3 | 9 | 7 | -31 | -10 | 2 | -6 | 6
COc1ccc([C@H]2CC(=O)C=C(c3cccc4c3Oc3ccccc3S4)C2)cc1 | 5 | -7 | -10 | 21 | 0 | 17 | -5 | -3 | 4 | -3 | 6
COc1cc([N+](=O)[O-])ccc1NC(=O)/C=C/C(=O)O | -3 | -1 | -4 | -4 | 0 | 17 | -12 | 3 | 8 | 2 | 7
CC(C)C1CC(c2csc(N)n2)CCO1 (centres undefined) | -1 | 8 | 19 | -5 | -3 | 9 | 10 | -11 | -4 | 9 | -6
COc1ccc(C(NC(=O)/C=C/c2ccco2)c2ccc(OC)c(OC)c2)cc1OC | 6 | -18 | 5 | 2 | 3 | -6 | -29 | -1 | 4 | 8 | 14
O=C(NCc1ccccc1F)c1ccc(S(=O)(=O)NCc2ccco2)cc1 | -11 | 4 | -12 | -2 | 6 | -19 | -11 | 7 | 0 | 11 | -2
Cc1cccc(NC(=S)N2CCC(O)CC2)c1C | -1 | -1 | 3 | 4 | 1 | 1 | -3 | -8 | -3 | -5 | -5
COc1ccccc1/C=C/C(=O)c1cc(Br)ccc1OC(=O)c1ccco1 | 5 | 6 | 4 | 32 | 6 | 43 | 7 | 13 | 3 | 5 | 44
COc1ccc(NC(=O)c2ccc(Cl)nc2)cc1S(=O)(=O)N1CCOCC1 | -15 | -2 | 5 | 7 | -4 | 5 | 13 | -5 | 1 | 6 | 11
Cc1ccccc1NC(=O)CCN1CCc2ccccc2C1 | -3 | 5 | 13 | 0 | -3 | -13 | -4 | 13 | -10 | 10 | -2
N#CCSc1nnc(-c2ccccc2O)n1CCc1ccccc1 | -3 | 15 | -4 | 3 | 15 | 7 | -29 | 4 | 4 | -10 | 17
C/C(=N\NC(=O)c1ccc(Cl)cc1)c1cccnc1 | 9 | -38 | -39 | 33 | -5 | -26 | -20 | 4 | 0 | 1 | -20
CCOC(=O)C1CCCN(Cc2cc(=O)oc3cc(C)ccc23)C1 (centres undefined) | 2 | -24 | -26 | 10 | -17 | -15 | -48 | 2 | 0 | -10 | -9
CN(C)/C=C/C(=O)c1ccc(Br)s1 | 2 | 4 | 1 | -9 | -4 | 10 | -25 | 4 | -4 | -21 | -24
Cc1cc(C(=O)NCc2cccnc2)n(-c2ccccc2)n1 | . | -16 | -3 | -9 | 2 | -3 | -5 | -6 | -1 | 3 | 6
C=CCCC(=O)Nc1nc(C)c(-c2csc(Nc3ccc(Cl)cc3Cl)n2)s1 | -6 | 11 | -15 | 15 | 3 | -12 | -5 | -4 | -7 | -8 | 2
Cc1cc(C)cc(NC(=O)Cn2nnc3ccccc3c2=O)c1 | -2 | 13 | -5 | 0 | -6 | -2 | -6 | -5 | -1 | 18 | -9
COc1cccc(OCc2cc(C(=O)N(C)Cc3nc4ccccc4[nH]3)no2)c1 | ? | -50 | -93 | 13 | -33 | -47 | -56 | -12 | -3 | -19 | -70
OC[C@@H]1CN(Cc2cccc(C(F)(F)F)c2)C[C@H](n2cnc3c(NCc4ccc(F)cc4)ncnc32)O1 | -19 | 23 | 12 | 9 | . | 3 | 14 | -19 | . | 13 | 13
O=C1CCCCC1Oc1ccc2ccc(=O)oc2c1 (centres undefined) | -8 | 2 | -15 | -10 | -11 | -4 | -4 | -1 | 1 | 10 | -12
O=C(Oc1ccc(=O)n(-c2ccccc2)n1)c1ccccc1 | 9 | -10 | 19 | 0 | -2 | -9 | 2 | -14 | -6 | -9 | 7
CCC(CC)NC(=O)COC(=O)c1ccc2c(c1)C(=O)N(Cc1ccco1)C2=O | -1 | 10 | -10 | 4 | 0 | 8 | -20 | -1 | 3 | -3 | -15
CCOC(=O)c1cnc(Nc2ccccc2)nc1C(F)(F)F | 7 | -31 | -31 | 10 | -16 | -33 | -28 | 6 | 5 | -80 | -29
Cc1ccc(-c2nnc(SCC(=O)Nc3cccnc3Cl)n2N)cc1 | -8 | 0 | -24 | -6 | -3 | -12 | -3 | 0 | -21 | -5 | -37
COc1cccc(CNc2nc3cc(-c4csc5ccccc45)sc3c(=O)n2C)c1 | -5 | -16 | -31 | 4 | . | -16 | -11 | -7 | . | 5 | 7
CCOc1ccccc1CNC(=O)C1CCN(c2nn3c(=O)cc(C)nc3s2)CC1 | 1 | 2 | -4 | 0 | -4 | -1 | -8 | 0 | 12 | 12 | -6
Cc1ccc(NC(=O)C(=O)NC2CCCCC2)cc1 | -1 | -62 | -29 | 6 | -19 | -79 | -72 | 8 | -3 | -27 | -39
COc1ccc(C(=O)O)c(OC)n1 | -3 | 2 | 8 | -21 | 4 | -9 | -9 | -2 | 10 | -6 | 5
O=C(/C=C/c1ccccc1)c1ccccn1 | -18 | 3 | -10 | -5 | 4 | -14 | -6 | 6 | 1 | -27 | -52
COC(=O)c1cc(C(=O)OC)cc(-n2c(C)cc(C(=O)COC(=O)CNS(=O)(=O)c3ccc(C)cc3)c2C)c1 | 7 | 12 | 9 | 15 | 0 | 5 | -9 | -12 | -6 | -8 | 24
Cc1cccc(N2CCN(C(=O)c3nn(C)c4c3CS(=O)(=O)c3ccccc3-4)CC2C)c1 (centres undefined) | 2 | -1 | 4 | 9 | 7 | 18 | 13 | -1 | -2 | -28 | -3

This is a subset. The share of hits here may be higher or lower than overall.
